# U2OS ROS induce: raises reactive oxygen species in U2OS cancer cells | U2OS ROS induction, H2DCF-DA fluorescence | ROS induction (% of piperlongumine), % at 10 µM | 46,000 compounds, 2% hits; in the data active = ROS induction above about 79%, passing the limit was not always enough;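 note: 0% = DMSO vehicle median and 100% = reference compound median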
# * marks the source's active call; other numbers are inactive results.
item | Compound | U2OS ROS induce
1 | Cc1noc(C)c1S(=O)(=O)Nc1ccc2c(c1)CC(=O)N([C@@H](C)CO)C[C@@H](C)[C@@H](CN(C)C(=O)Nc1ccccc1)O2 | -11
2 | CC(C)(C)c1csc(Cc2ccc(-c3csnn3)cc2)n1 | -5
3 | Cc1ccc(S(=O)(=O)Nc2ccc3c(c2)C(=O)N([C@@H](C)CO)C[C@H](C)[C@H](CN(C)S(=O)(=O)c2ccc(Cl)cc2)O3)cc1 | 39
4 | O=C(CSc1nnc(-c2ccccc2)c(-c2ccccc2)n1)Nc1ccccc1 | -6
5 | Cc1noc(C)c1NC(=O)N(C)C[C@H]1Oc2ccc(NC(=O)CCC(F)(F)F)cc2C(=O)N([C@@H](C)CO)C[C@@H]1C | -7
6 | CCc1ccc(OCC(=O)Nc2ccccc2C#N)cc1 | 6
7 | CC(C)(C)C(=O)NCc1cn2ccsc2n1 | 20
8 | CC(C)NC(=O)Nc1ccc2c(c1)C(=O)N([C@H](C)CO)C[C@H](C)[C@H](CN(C)Cc1ccc(C(F)(F)F)cc1)OCCCC[C@@H](C)O2 | 59
9 | Cc1cccc(C)c1OCC(=O)Nc1ccccc1C#N | -4
10 | Cc1c(Cl)cccc1NC(=S)N1CCCN(c2nc3ccc(Cl)cc3s2)CC1 | 75
11 | C[C@H]1CN([C@@H](C)CO)C(=O)c2cccc(NC(=O)c3nc4ccccc4s3)c2O[C@H]1CN(C)S(C)(=O)=O | 2
12 | Cc1noc(C)c1NC(=O)N(C)C[C@H]1Oc2ccc(NC(=O)NC3CCCCC3)cc2C(=O)N([C@@H](C)CO)C[C@H]1C | 3
13 | COc1ccc(S(=O)(=O)Nc2ccc3c(c2)C(=O)N([C@H](C)CO)C[C@H](C)[C@@H](CN(C)S(=O)(=O)c2ccc(F)cc2)OCCCC[C@@H](C)O3)cc1 | 12
14 | C[C@H]1CN([C@@H](C)CO)C(=O)Cc2cc(NC(=O)CCN3CCOCC3)ccc2O[C@@H]1CN(C)Cc1ccc(C(=O)O)cc1 | -9
15 | Cc1cccc(NC(=O)CSc2nc(-c3cccs3)cc(C(F)(F)F)c2C#N)c1 | 21

# More results.
item | Compound | U2OS ROS induce
16 | C[C@@H]1CN([C@@H](C)CO)C(=O)c2cccc(NC(=O)c3ccc(-c4nccs4)cc3)c2O[C@@H]1CN(C)Cc1ccc(C(F)(F)F)cc1 | 67
17 | N#CCCSc1nnc(-c2cccnc2)n1Cc1ccccc1 | -9
18 | C=C1C[C@@]23CC[C@@H]4[C@](C)(CO)CCC[C@@]4(C)[C@@H]2CC[C@@H]1C3 | -5
19 | CC1CCC2(C)C(C(=O)O)=CCCC2C1(C)CCC1=CC(=O)OC1O (stereo unspecified) | -2
20 | Cc1ccc2c(c1)CCCN2S(=O)(=O)c1cc(OCC(N)=O)c(C)cc1Cl | 11
21 | COc1ccc(C2C(C(=O)c3ccco3)C(=O)C(=O)N2CCN(C)C)cc1OC (stereo unspecified) | -14
22 | COc1ccc(S(=O)(=O)Nc2ccc3c(c2)C(=O)N([C@@H](C)CO)C[C@@H](C)[C@@H](CN(C)S(=O)(=O)c2ccc(C)cc2)O3)cc1 | 0
23 | CNC[C@H]1Oc2ccc(N(C)C)cc2C(=O)N([C@H](C)CO)C[C@H]1C | -8
24 | COc1cccc(C(=O)NC(c2ccc(C)cc2)c2cc(Cl)c3cccnc3c2O)c1 (stereo unspecified) | -1
25 | CC(C)NC(=O)N(C)C[C@H]1Oc2ccc(NC(=O)Nc3ccccc3)cc2C(=O)N([C@H](C)CO)C[C@@H]1C | -10
26 | CC(C)NC(=O)N(C)C[C@@H]1Oc2c(NC(=O)C3CCCCC3)cccc2C(=O)N([C@@H](C)CO)C[C@@H]1C | -6
27 | CCC(=O)Nc1nc2ccccc2n1CCCN(C)C | -8
28 | Cc1cc(C)nc(SCC(=O)Nc2cccc(C(=O)O)c2)n1 | 11
29 | CC(C)NC(=O)N(C)C[C@H]1OCCCC[C@@H](C)Oc2ccc(NS(=O)(=O)c3ccccc3)cc2C(=O)N([C@H](C)CO)C[C@@H]1C | 3
30 | O=C(/C=C/c1ccco1)Nc1cccc2cccnc12 | -8

# Going on with the list.
item | Compound | U2OS ROS induce
31 | Cc1ccc(S(=O)(=O)N(C)C[C@H]2OCCCC[C@@H](C)Oc3ccc(NS(=O)(=O)c4cccs4)cc3C(=O)N([C@H](C)CO)C[C@@H]2C)cc1 | 31
32 | C[C@@H]1C(=O)O[C@H](C)[C@H]1C[C@@H](O)[C@](C)(O)[C@H]1CC[C@@]2(O)C3=CC(=O)[C@@H]4C[C@@H](O)[C@@H](O)C[C@]4(C)C3CC[C@]12C (stereo partly specified) | -9
33 | NC(N)=Nc1nc2ccccc2s1 | -11
34 | Cc1noc2ncnc(SCc3ccc(C(F)(F)F)cc3)c12 | -1
35 | O=C(COc1ccccc1)Nc1ccc2oc(-c3ccc(Cl)cc3)nc2c1 | -6
36 | COC(=O)c1c(NC(=S)NCc2cccnc2)sc(C)c1C | -1
37 | C[C@@H]1CCCCO[C@H](CN(C)C(=O)CCC(F)(F)F)[C@@H](C)CN([C@H](C)CO)C(=O)c2cc(NC(=O)Nc3ccccc3)ccc2O1 | -14
38 | O=C(N/N=C/c1ccc(O)cc1)c1ccccn1 | 11
39 | O=C(CC(NS(=O)(=O)c1ccc(Br)cc1)c1ccco1)NC1CC1 (stereo unspecified) | -7
40 | CNC[C@H]1Oc2ccc(NS(=O)(=O)c3cn(C)cn3)cc2C(=O)N([C@H](C)CO)C[C@@H]1C | -5
41 | COc1ccc(S(=O)(=O)Nc2cccc3c2O[C@@H](CN(C)C(=O)Nc2ccc(F)cc2)[C@@H](C)CN([C@@H](C)CO)C3=O)cc1 | 7
42 | CCOC(=O)c1cnc(SCC(=O)Nc2ccccc2C)nc1N | -8
43 | C[C@@H]1CN([C@@H](C)CO)C(=O)c2cccc(NS(=O)(=O)c3cccs3)c2O[C@H]1CN(C)Cc1ccc(Oc2ccccc2)cc1 | 47
44 | CCCNC(=O)c1cc(S(=O)(=O)N2CCc3ccccc32)cn1C | -2
45 | C[C@@H]1CN([C@@H](C)CO)C(=O)Cc2cc(NS(=O)(=O)c3ccc(F)cc3)ccc2O[C@@H]1CN(C)Cc1ccc(Oc2ccccc2)cc1 | 15

# Results in sequence from the entries so far.
# Nos. 1–11 in U2OS ROS induce read -11, -5, 39, -6, -7, 6, 20, 59, -4, 75, 2

# Additional structures.
item | Compound | U2OS ROS induce
46 | COc1ccc(S(=O)(=O)N(C)CC(=O)Nc2cccc(Cl)c2C)cc1C | -3
47 | COC(=O)c1cn(C)c2ccc(S(=O)(=O)N(C)C3CCCCC3)cc2c1=O | -2
48 | CCN1CSC(=S)N(CC)C1 | -16
49 | O=C(COc1ccc(Br)cc1Cl)NCc1cccnc1 | -10
50 | C[C@H]1CN([C@@H](C)CO)C(=O)Cc2cc(NS(=O)(=O)c3ccccc3)ccc2O[C@@H]1CN(C)S(=O)(=O)c1ccc(Cl)cc1 | 19
51 | C[C@H]1CN([C@@H](C)CO)C(=O)c2cc(NC(=O)CCN3CCOCC3)ccc2O[C@H]1CN(C)S(=O)(=O)c1ccccc1 | -6
52 | C[C@H](CO)N1C[C@H](C)[C@@H](CN(C)S(=O)(=O)c2ccc(Cl)cc2)Oc2ccc(NS(=O)(=O)c3cn(C)cn3)cc2C1=O | -9
53 | O=C(CCCCCCC(=O)Nc1ccccc1O)N/N=C/c1ccccc1C(=O)O | -10
54 | COC(=O)CCCCCCC(=O)N/N=C/c1cc(O)ccc1O | 31
55 | O=C(CCCN1C(=O)/C(=C\c2cccs2)SC1=S)Nc1ccc(O)cc1 | 3
56 | Clc1ccc(CSCc2ccc(-c3csnn3)cc2)cc1 | -3
57 | COc1ccc(NC(=O)Nc2ccc3c(c2)CC(=O)N([C@@H](C)CO)C[C@H](C)[C@@H](CN(C)S(=O)(=O)c2cn(C)cn2)O3)cc1 | 5
58 | CCCCC(C(=O)N1CCCCC1)N1C(=O)c2ccccc2C1=O (stereo unspecified) | -9
59 | Cn1c(SCc2ccc(C(F)(F)F)cc2)nnc1-c1ccc(OCC(F)(F)F)nc1 | 5
60 | C[C@@H]1CN([C@@H](C)CO)C(=O)Cc2cc(NS(=O)(=O)c3cccs3)ccc2O[C@@H]1CN(C)C(=O)Nc1cccc2ccccc12 | -2

# Further results
item | Compound | U2OS ROS induce
61 | COC(=O)C(C)Sc1nc(N2CCOCC2)nc(N2CCOCC2)n1 (stereo unspecified) | -4
62 | O=C(Nc1ccc(Cl)c(Cl)c1)N(Cc1ccccc1)Cc1ccccc1 | 26
63 | Cc1nnc(NCCc2ccccc2)n(N)c1=O | -8
64 | C[C@@H]1CN([C@H](C)CO)C(=O)c2cc(NC(=O)CCCN(C)C)ccc2O[C@@H]1CN(C)C | 7
65 | CCCC(=O)N1CCC(c2c[nH]c3ccccc23)(c2c[nH]c3ccccc23)CC1 | 0
66 | CC1=CCC2[C@](C)(CCC[C@]2(C)C(=O)O)[C@H]1CCc1ccoc1 (stereo partly specified) | -7
67 | COc1ccc(Cl)cc1NC(=O)C(C)NS(=O)(=O)c1ccc(Br)cc1 (stereo unspecified) | -3
68 | COc1ccc(NC(=O)Nc2cccc3c2O[C@H](CN(C)Cc2ccccc2)[C@@H](C)CN([C@H](C)CO)C3=O)cc1 | 19
69 | O=C(NCc1sccc1COc1ccc(Cl)cc1)Nc1ccccc1F | -5
70 | C[C@@H]1CN([C@H](C)CO)C(=O)Cc2cc(NC(=O)Nc3ccc4c(c3)OCO4)ccc2O[C@H]1CN(C)Cc1ccc(C(=O)O)cc1 | 1
71 | CC(C)(C)N1NC2(CCCCC2)NC1=S | -3
72 | C[C@@H]1CN([C@@H](C)CO)C(=O)c2cc(NC(=O)CCN3CCOCC3)ccc2O[C@@H]1CN(C)Cc1ccc(-c2ccccc2)cc1 | -8
73 | Cc1noc(C)c1S(=O)(=O)N(C)C[C@@H]1Oc2ccc(NC(=O)Nc3ccc(F)cc3)cc2CC(=O)N([C@H](C)CO)C[C@@H]1C | 2
74 | Cc1noc(C)c1NC(=O)Nc1cccc2c1O[C@H](CN(C)Cc1ccncc1)[C@@H](C)CN([C@@H](C)CO)C2=O | -4
75 | C[C@H](CO)N1C[C@H](C)[C@@H](CN(C)Cc2ccc(Cl)c(Cl)c2)Oc2ccc(NC(=O)CCN3CCOCC3)cc2C1=O | 11

# The list goes on:
item | Compound | U2OS ROS induce
76 | C[C@H](CO)N1C[C@H](C)[C@@H](CN(C)C(=O)Nc2ccc(C(F)(F)F)cc2)Oc2c(NC(=O)Nc3ccc4c(c3)OCO4)cccc2C1=O | -7
77 | CC(C)NC(=O)Nc1cccc2c1O[C@H](CN(C)Cc1ccncc1)[C@H](C)CN([C@H](C)CO)C2=O | 1
78 | C[C@@H]1CCCCO[C@@H](CN(C)S(C)(=O)=O)[C@@H](C)CN([C@H](C)CO)C(=O)c2cc(NS(=O)(=O)c3ccc(Cl)cc3)ccc2O1 | 5
79 | Cc1noc(C)c1NC(=O)Nc1cccc2c1O[C@@H](CN(C)Cc1ccc(Cl)c(Cl)c1)[C@H](C)CN([C@@H](C)CO)C2=O | 15
80 | C[C@@H]1CN([C@H](C)CO)C(=O)c2cccc(NC(=O)Nc3ccc4c(c3)OCO4)c2O[C@@H]1CN(C)Cc1ccc(C(F)(F)F)cc1 | 6
81 | COC(=O)Cc1c(C)nc2nc(NCc3ccccc3)[nH]n2c1=O | 0
82 | Cc1ccc(S(=O)(=O)Nc2ccc3c(c2)C(=O)N([C@H](C)CO)C[C@@H](C)[C@@H](CN(C)Cc2ccncc2)O3)cc1 | 48
83 | C[C@@H]1CN([C@@H](C)CO)C(=O)c2cc(NC(=O)NC3CCCCC3)ccc2O[C@H]1CN(C)C(=O)Nc1cccc2ccccc12 | 0
84 | C[C@H](CO)N1C[C@H](C)[C@@H](CN(C)C(=O)Nc2ccc(C(F)(F)F)cc2)Oc2c(NS(=O)(=O)c3ccc(F)cc3)cccc2C1=O | -9
85 | COc1ccc(CN(C)C[C@@H]2Oc3ccc(NC(=O)CCN4CCOCC4)cc3CC(=O)N([C@H](C)CO)C[C@H]2C)cc1 | 121*
86 | CSc1sc(C(=O)O)c2c1S(=O)(=O)N(C)c1ccccc1-2 | 17
87 | N[C@@H](CC(=O)N1CCn2c(nnc2C(F)(F)F)C1)Cc1cc(F)c(F)cc1F | -6
88 | C[C@@H]1CN([C@H](C)CO)C(=O)c2cccc(NC(=O)c3nc4ccccc4s3)c2O[C@H]1CN(C)Cc1ccc(Oc2ccccc2)cc1 | 1
89 | C[C@@H]1CN([C@@H](C)CO)C(=O)c2cc(NS(=O)(=O)c3ccccc3)ccc2O[C@@H]1CN(C)C(=O)Nc1ccc(F)cc1 | 8
90 | COc1ccc(NC(=O)N(C)C[C@H]2Oc3ccc(NS(=O)(=O)c4ccc(F)cc4)cc3C(=O)N([C@H](C)CO)C[C@H]2C)cc1 | 2

# 4 entries from above, field by field.
79: Cc1noc(C)c1NC(=O)Nc1cccc2c1O[C@@H](CN(C)Cc1ccc(Cl)c(Cl)c1)[C@H](C)CN([C@@H](C)CO)C2=O
  U2OS ROS induce: 15
80: C[C@@H]1CN([C@H](C)CO)C(=O)c2cccc(NC(=O)Nc3ccc4c(c3)OCO4)c2O[C@@H]1CN(C)Cc1ccc(C(F)(F)F)cc1
  U2OS ROS induce: 6
81: COC(=O)Cc1c(C)nc2nc(NCc3ccccc3)[nH]n2c1=O
  U2OS ROS induce: 0
82: Cc1ccc(S(=O)(=O)Nc2ccc3c(c2)C(=O)N([C@H](C)CO)C[C@@H](C)[C@@H](CN(C)Cc2ccncc2)O3)cc1
  U2OS ROS induce: 48

# More structures:
item | Compound | U2OS ROS induce
91 | CC(C)NC(=O)N(C)C[C@@H]1Oc2c(NC(=O)Nc3ccc(C(F)(F)F)cc3)cccc2C(=O)N([C@@H](C)CO)C[C@H]1C | 9
92 | C[C@@H]1CN([C@H](C)CO)C(=O)c2cccc(NS(=O)(=O)c3ccccc3)c2O[C@H]1CN(C)Cc1ccccc1 | 0
93 | COc1ccc(NC(=O)N(C)C[C@@H]2Oc3ccc(NC(=O)Cc4cn(C)c5ccccc45)cc3C(=O)N([C@@H](C)CO)C[C@H]2C)cc1 | 31
94 | O=C(COc1ccc(Br)cc1)Nc1cccc(-c2nc3ccccc3o2)c1 | 3
95 | C[C@@H]1CN([C@@H](C)CO)C(=O)c2cccc(NC(=O)Nc3ccc(C(F)(F)F)cc3)c2O[C@H]1CN(C)Cc1ccc2c(c1)OCO2 | 43
96 | C[C@H]1CN([C@@H](C)CO)C(=O)c2cccc(NS(=O)(=O)c3cccs3)c2O[C@H]1CN(C)Cc1ccccc1 | -3

# Compound activity (PubChem)

# A portion of the library; rates above refer to the full screens.
